Screens (PubChem BioAssay)
Mm-Cpn inhibitor: inhibitors of Methanococcus maripaludis chaperonin (MmCpn). purified Mm-Cpn ATPase, ADP Transcreener TR-FRET. Potency, µM (titrated, usually from 76.9 µM), without a hit: top-dose activity, negative = inhibition, actives largely listed as inhibitors. 330,000 compounds, 0.031% hits. AID 504842; further: potency means the concentration at half of the fitted maximal effect; on the % scale 0 is the no-effect control and ±100 the full control effect; nearly all actives have a fitted effect of over 80% in size
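Purified archaeal chaperonin (25 nM final) was preincubated with compound for 10 min at 37°C, then ATP (10 uM final) was added for 30 min at 37°C in Tris pH 7.4/KCl/MgCl2/DTT buffer. ADP was quantified by HTRF Transcreener TR-FRET.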
DRD3 agonist: agonists of human D3 dopamine receptor. D3R DiscoveRx beta-arrestin cells, luminescence, 90 min. max activation, %. 410,000 compounds, 0.58% hits. AID 652048; in the data active means max activation above about 30%; further: 0% is about no effect; mostly tested at two doses, the higher about 12 µM
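Cells at 1500/well, incubated overnight, then treated with pinned compounds (dopamine as control) for 90 min at 37 degrees C. DiscoveRx reagent added for 30 - 60 minutes at room temperature; luminescence read.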
EPAC2 antag: antagonists of human EPAC2; Q8WZA2; EPAC2 GEF exchange of Rap1B-BODIPY-GDP, fluorescence; Potency, µM (highest dose often 114 µM), for the others: at the top dose activity, negative = inhibition, hits mostly inhibitors; 360,000 compounds, 0.18% hits; AID 720708; further: potency means the concentration at half of the fitted maximal effect; on the % scale 0 is the no-effect control and ±100 the full control effect; nearly all actives have a fitted effect of over 45% in size; many of its hits are not listed in these tables
Target sequence (Q8WZA2 whole entry, looked up): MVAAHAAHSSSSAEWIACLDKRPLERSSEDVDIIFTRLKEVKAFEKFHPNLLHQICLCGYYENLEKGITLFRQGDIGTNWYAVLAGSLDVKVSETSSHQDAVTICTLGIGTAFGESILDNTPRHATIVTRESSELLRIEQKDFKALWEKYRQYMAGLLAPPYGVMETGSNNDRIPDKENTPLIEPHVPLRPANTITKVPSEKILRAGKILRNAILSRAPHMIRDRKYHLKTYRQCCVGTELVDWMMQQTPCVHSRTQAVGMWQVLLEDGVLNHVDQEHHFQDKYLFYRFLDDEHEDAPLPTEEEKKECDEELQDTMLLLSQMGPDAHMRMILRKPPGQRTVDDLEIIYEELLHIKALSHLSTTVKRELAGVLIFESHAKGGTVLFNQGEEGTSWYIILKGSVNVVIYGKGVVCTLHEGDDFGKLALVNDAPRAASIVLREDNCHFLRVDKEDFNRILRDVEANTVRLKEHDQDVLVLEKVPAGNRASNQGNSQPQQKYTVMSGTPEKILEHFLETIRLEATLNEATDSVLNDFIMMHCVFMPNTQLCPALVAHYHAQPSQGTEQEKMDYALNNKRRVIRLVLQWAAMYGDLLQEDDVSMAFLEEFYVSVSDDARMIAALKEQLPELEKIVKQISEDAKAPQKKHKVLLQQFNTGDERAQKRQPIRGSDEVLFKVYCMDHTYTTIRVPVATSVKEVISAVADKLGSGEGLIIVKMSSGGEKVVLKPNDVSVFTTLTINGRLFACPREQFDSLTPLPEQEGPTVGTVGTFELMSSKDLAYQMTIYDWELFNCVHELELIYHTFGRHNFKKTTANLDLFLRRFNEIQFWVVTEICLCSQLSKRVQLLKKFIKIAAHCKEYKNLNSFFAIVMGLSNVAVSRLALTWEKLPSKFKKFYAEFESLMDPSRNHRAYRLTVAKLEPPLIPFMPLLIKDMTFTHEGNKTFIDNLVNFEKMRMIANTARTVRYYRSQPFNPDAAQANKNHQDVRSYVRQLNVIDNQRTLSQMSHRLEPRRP
pAkt inh: blocks phosphorylation of Akt; Neuro2A IGF-stimulated pAkt S473 HTRF, 20 min; stronger effect = lower value; activity change, % for hits at 50 µM; 360,000 compounds, 0.32% hits; AID 651550; in the data active means activity change below about -80%; inconclusive means mostly about -51% to -80%; further: on the % scale 0 is the no-effect control and ±100 the full control effect
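Single-point screen (50 µM final compound) in Neuro2A cells stimulated 20 min with 6 nM IGF at 37 deg C. After lysis, Ser473-phosphorylated Akt read by HTRF (ex 330 nm, em 615/665 nm) as the 665/615 ratio.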
CCT modulator: changes cytosolic chaperonin activity | purified chaperonin ATPase assay, HTRF ADP detection, 30 min | activity change, % (test concentration not listed), hits read low | 360,000 compounds, 0.3% hits | AID 651819; in the data active means activity change below about -30%; further: on the % scale 0 is the no-effect control and ±100 the full control effect
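Nucleotide hydrolysis assay: TRiC at 20–40 nM final (set by batch activity) with 10 uM ATP, 30 min at 37 °C, in presence of 76 uM compound. Detection by competitive ADP HTRF, 30 min ambient.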
EPAC2 agonist: agonists of human EPAC2 (RAPGEF4); 360,000 compounds, 0.079% hits; Q8WZA2; Potency, µM (top dose mostly 154 µM), for inactives: at the top dose activation, most hits filed as activators; EPAC2 activation, biochemical qHTS; response scale: 100% = 6.5 mM cAMP response; further: potency means the concentration at half of the fitted maximal effect; nearly all actives have a fitted effect of over 50% in size
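Compounds were added across a concentration range to EPAC2 (100 nM), RAP1B-BODIPY-GDP (250 nM) and GDP (50 uM). After 5 min at room temperature, fluorescence was recorded at 5-min intervals for 30 min.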
D3 antag: antagonists of human D3 dopamine receptor; D3R cells, DiscoveRx beta-arrestin luminescence, antagonist mode; stronger effect = lower value; max response, negative = inhibition, %; 360,000 compounds, 2.5% hits; in the data active means max response below about -50%; inconclusive means no clear call, values can overlap the other calls; further: on the % scale 0 is the no-effect control and ±100 the full control effect; mostly tested at two doses, the higher about 12 µM
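Cells plated overnight at 1500 cells/well, then exposed to library compounds with dopamine controls for 90 minutes at 37 degrees C. DiscoveRx reagent added for 30–60 minutes at room temperature; luminescence read, quantitative HTS format.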
PTHR1 agonist: PTHR1 (human) receptor agonism. Q03431. HEK293 GP2 PTHR1 cells, GloSensor cAMP luminescence, 1 h. Potency, µM (top dose mostly 115 µM), inactives show top-dose activation, most hits filed as activators. 410,000 compounds, 0.075% hits. AID 743266; further: potency means the concentration at half of the fitted maximal effect; nearly all actives have a fitted effect of over 55% in size; some results filed as inactive show a strong effect at the top dose; inactives centre near -15; many of its hits are not listed in these tables
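HEK-293-derived GP2 cells expressing PTHR1 and a GloSensor cAMP reporter, 3,000/well, plated overnight, given luciferin plus IBMX (each 0.5 mM as added) for 1 h at 37 °C, then compound for 1 h at 37 °C. Luminescence was read after 15 min at room temperature.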
* hit, by the source's call; i = inactive; u = inconclusive; x = no result given; & = joins results of further samples; [ ] = dose if it differs, or a comment. Unless noted, the call rests on the fitted dose curve; in most records, active means well fitted curve in the direction sought with a large enough effect; inconclusive means small, poorly fitted or top-dose-only effect, or another doubt; inactive means no such curve, though single readings can be large; an effect the other way counts as inactive or inconclusive. A portion of the library (hit frequency here may not be typical).

entry	Compound	Mm-Cpn inhibitor	DRD3 agonist	EPAC2 antag	pAkt inh	CCT modulator	EPAC2 agonist	D3 antag	PTHR1 agonist
1	Cc1cn(CC(=O)c2ccccc2)c2ccccc12	-1%	11	-27%	i	2.4	-1%	1	-23%
2	O=C(NCc1ccccn1)c1ccc(OC2CCN(Cc3ccccc3)CC2)cc1	2%	-8	5%	i	-1.4	-8%	2	i
3	Cc1nc2cc(C(=O)NCc3cccnc3)ccc2n1-c1ccc(F)cc1F	-1%	-2	0%	i	-1.4	1%	-6	i
4	N#Cc1c(C(F)(F)F)cc(-c2ccc(Cl)c(Cl)c2)nc1SCCN1CCOCC1	-5%	-4	-4%	i	-2.6	15%	-2	-16%
5	O=C1c2ccccc2C(=O)N1Cc1nc2ccccc2c(=O)n1CCN1CCOCC1	x	4	5%	i	0.6	-15%	-18	-24%
6	CN1C(=S)SC(N2OC3C(=O)N(c4ccccc4)C(=O)C3C2c2ccc(Cl)cc2)C1(C)C (stereo not drawn)	0%	-7	-2%	i	1.2	5%	10	i
7	Cn1c(=O)c2c(nc(NC3CCCCC3)n2CC(=O)C23CC4CC(CC(C4)C2)C3)n(C)c1=O	3%	1	-16%	i	-1.2	-7%	3	12%[57.5 µM]
8	CCN(CC)C(=O)/C(=C\c1ccc(Br)cc1)NC(=O)c1ccccc1OC	0%	-5	-3%	i	-1.9	0%	4	-8%
9	Cn1nnnc1SCC(=O)NC1CCCc2ccccc21 (stereo not drawn)	1%	8	2%	i	-1.4	-4%	16	i
10	CCCc1nnc(NC(=O)c2nc(S(=O)(=O)Cc3ccc(C)cc3)ncc2Cl)s1	0%	-11&-16	6%	i	1.1	13%	-65*	-38%&-33%[inhibitor]
11	COc1ccc(NC(=O)Nc2ccc3c(c2)CCC3)c(OC)c1	0%	-17	-15%	i	-2.8	-11%	-9	-23%
12	C/C(CC(=O)Nc1cccnc1)=N\NC(=O)C(C)Oc1ccc(Cl)cc1Cl (stereo not drawn)	-1%	-21	-6%	i	-2.1	13%	-16	u
13	O=C(C(=O)N1CCN(c2ccccc2)CC1)c1cccc(Br)c1	x	5	-7%	i	x	8%	4	-25%
14	COc1ccc(Cl)cc1/C=C/c1ccc2cccc(O)c2n1	-4%	-22	-3%	i	1.0	13%	-84*	i
15	CCOc1ccc(S(=O)(=O)N2CCN(c3ccc(C)cc3C)CC2)cc1	-1%	2	0%	i	-1.6	0%	u	-7%
16	Cc1cc2ccccc2nc1SCC(=O)NC1CCCC1	0%	5	-18%	i	-7.0	13%	6	0%
17	O=C(NCc1ccccc1)c1ccc(NC(=O)c2ccco2)cc1	1%	0	8%	i	-2.3	6%	-22	-7%
18	CC(C)(C)OC(=O)[C@H](Cc1ccccc1)NC(=O)c1ncn2c1c(=O)[nH]c1ccc(Br)cc12	x	3	7%	i	-9.4	-6%	17	-28%
19	COc1ccc(OC)c(/C=N/NC(=O)CC(=O)NCc2ccccc2)c1	-3%	-7	8%	i	-1.2	-4%	2	-22%
20	O=C1C=C(c2cc3ccccc3s2)CCC1	x	1	-4%	i	1.8	7%	-15	-77%[inhibitor]
21	COC(=O)COc1ccccc1C(=O)Nc1ccc(OC)cc1	0%	-5	-5%	i	-1.7	9%	-3	i
22	CCCCC(=O)Nc1ccc(NC(=O)c2cnccn2)cn1	1%	7	-1%	i	-7.5	5%	2	-8%
23	Cn1ncc(Cl)c1C(=O)NC1C2CC3CC(C2)CC1C3 (stereo not drawn)	-1%	-9	1%	i	-2.3	5%	-3	-7%
24	CCOC(=O)C1=C(CC)OC(N)=C(C#N)C1c1ccc(OC)cc1OC (stereo not drawn)	2%	1	15%[57.1 µM]	i	-0.9	14%	16	-2%[57.5 µM]
25	COc1ccc(/C=C(/NC(=O)c2ccco2)C(=O)N2CCCCCC2)cc1OC	0%	2	-8%	i	1.1	-1%	18	i

Whole records, quoted from the list.
COc1ccc(NC(=O)Nc2ccc3c(c2)CCC3)c(OC)c1 is entered as Mm-Cpn inhibitor: 0%; DRD3 agonist: -17; EPAC2 antag: -15%; pAkt inh: i; CCT modulator: -2.8; EPAC2 agonist: -11%; D3 antag: -9; PTHR1 agonist: -23%
COc1ccc(Cl)cc1/C=C/c1ccc2cccc(O)c2n1 is entered as Mm-Cpn inhibitor: -4%; DRD3 agonist: -22; EPAC2 antag: -3%; pAkt inh: i; CCT modulator: 1.0; EPAC2 agonist: 13%; D3 antag: -84*; PTHR1 agonist: i

From entry 1 to 2, as listed above:
entry	Compound	Mm-Cpn inhibitor	DRD3 agonist	EPAC2 antag	pAkt inh	CCT modulator	EPAC2 agonist	D3 antag	PTHR1 agonist
1	Cc1cn(CC(=O)c2ccccc2)c2ccccc12	-1%	11	-27%	i	2.4	-1%	1	-23%
2	O=C(NCc1ccccn1)c1ccc(OC2CCN(Cc3ccccc3)CC2)cc1	2%	-8	5%	i	-1.4	-8%	2	i

The listing continues:
entry	Compound	Mm-Cpn inhibitor	DRD3 agonist	EPAC2 antag	pAkt inh	CCT modulator	EPAC2 agonist	D3 antag	PTHR1 agonist
26	O=C(O)CSCC(=O)Nc1ccc(Cl)cc1C(F)(F)F	-1%	2	0%	i	-5.3	5%	18	-14%
27	O=C(Nc1ccc(N2CCCCC2)cc1)c1cncc(Br)c1	1%	1	1%	i	-3.7	-1%	-19	-21%
28	CN(CCc1ccccn1)C(=S)Nc1ccc(Cl)cc1Cl	-27%	6	-8%	i	-0.9	-1%	8	0%
29	O=C(O)C1OC(Oc2c(-c3ccc(O)c(O)c3)oc3cc(O)cc(O)c3c2=O)C(O)C(O)C1O (stereo not drawn)	u	4	7%	i	-0.8	3%	17	u
30	CCOc1ccc(S(=O)(=O)NCCC(=O)N(C)Cc2cccs2)cc1	-3%	7	-2%	i	-2.6	6%	19	i
31	O=C(CSc1nnc(COc2ccccc2)n1-c1ccccc1)c1ccccc1	0%	1	-8%	i	-0.2	7%	9	-25%
32	O=C(COC(=O)c1ccccc1[N+](=O)[O-])NNC(=O)c1cccs1	-1%	-6	17%	i	1.7	6%	-11	-14%
33	Cc1cc(C)cc(OCC(=O)OCC(=O)NC2CCCC2)c1	1%	1	-2%	i	0.5	4%	4	-12%
34	O=C(Nc1ccc2c(c1)OCO2)c1sc2cc(Cl)ccc2c1Cl	-2%	-3	0%	i	1.1	-4%	2	i
35	Cn1cnnc1SCC(=O)NCCc1ccc(Cl)cc1Cl	u	-5	3%	i	-1.4	0%	2	-16%
36	CCn1cc(C(=O)O)c(=O)c2cnc(N3CCN(C(=S)NC(=O)c4ccc(Cl)cc4)CC3)nc21	1%	-10	-5%	i	-0.9	2%	-7	17%
37	Oc1ccccc1C1=Nc2ncnn2C(c2ccc(F)cc2)C1 (stereo not drawn)	-2%	4	9%	i	-1.2	-3%	0	-35%[inhibitor]
38	CC(NCCC(c1ccccc1)c1ccccc1)c1ccccc1 (stereo not drawn)	2%	-6&-20	8%	i	-4.4	14%	8	i
39	Cc1cc(NC(=O)CSc2nnc(-c3ccncc3)n2-c2ccccc2)no1	0%	1	3%	i	1.5	2%	-2	i
40	CSc1nnc(Cc2cc(=O)[nH]c(=O)[nH]2)n1-c1cc(C)ccc1C	0%	4	5%	i	0.0	5%	13	i
41	COc1ccc2nc3ccccc3nc2c1	-4%	2	16%	i	-3.2	-3%	3	-27%
42	O=C(O)/C=C\c1cccc(-n2cnnn2)c1	0%	-1	2%	i	-3.9	12%	4	i
43	O=C(O)CC(=O)NC12CC3CC(CC(C3)C1)C2	0%&-1%	5&-3	20%&-4%	i	-0.5&-0.1	2%&11%	-18&-10	-21%&-8%[57.5 µM]
44	CCCCS(=O)CC(O)COCC (stereo not drawn)	0%	-14	-1%	i	-3.4	0%	-14	i
45	Cc1cc(C)n2nc(CCc3ccccc3)nc2n1	1%	-2	-6%	i	-3.5	3%	u	-8%[57.5 µM]
46	COC(=O)C1=C(C)N(CCCC(=O)O)C(=O)NC1c1cccc(Cl)c1Cl (stereo not drawn)	x	-5	0%	i	-0.6	-2%	25	4%
47	CCOCc1nnc(NC(=O)c2c(OC)cccc2OC)s1	1%	4	5%	i	0.4	-5%	20	-1%[57.5 µM]
48	O=c1c(Cl)c(N2CCNCC2)cnn1C12CC3CC(CC(C3)C1)C2	1%	3	3%	i	-3.6	6%	2	-17%
49	CC1C(=O)N(Cc2cn(CC3CCCCC3)nn2)CCS(=O)(=O)N1Cc1ccc(-c2ccccc2)cc1 (stereo not drawn)	x	-8	-1%	i	-2.7	12%	-16	-49%[inhibitor]
50	CN1C(=O)[C@H]2[C@@H](/C=C/c3ccccc3)N3C(=O)CN(CC4CC4)C(=O)[C@@]3(C)[C@H]2C1=O	3%	-8	-10%	i	-2.6	-11%	-14	-5%

Continuation.
Values in the order: Mm-Cpn inhibitor, DRD3 agonist, EPAC2 antag, pAkt inh, CCT modulator, EPAC2 agonist, D3 antag, PTHR1 agonist
[51] O=C(CN1CCN(c2ccc(F)cc2)CC1)c1ccc(O)cc1O
    0%, -12, 0%, i, -2.5, 21%, -11, i
[52] COc1ccc(CNC(=O)CCCN2C(=O)NC3(CCCC3)C2=O)cc1
    0%, -1, 4%, i, -2.4, -2%, 20, i
[53] Cc1cnc(CN(C)C(=O)CC2C(=O)NCCN2CCCc2ccccc2)[nH]1 (stereo not drawn)
    2%, -1, -1%, i, -2.6, 10%, -3, i
[54] CC(C)Cn1c(=S)[nH]c2ccccc2c1=O
    3%, 1, -14%, i, -1.4, 13%, 4, -55%[inhibitor]
[55] Cc1nc(SCC(=O)NCC(F)(F)F)c2c(-c3cccs3)csc2n1
    -8%, 0, -1%, i, -1.6, 3%, -4, -76%[inhibitor]
[56] O=C(Nc1cccc(Cl)c1)OCc1ccccn1
    0%, -6, 2%, i, -2.3, 1%, 21, -47%[inhibitor][57.5 µM]
[57] COC(=O)C1=C(C)N(CCCC(=O)O)C(=O)NC1c1ccccc1OS(=O)(=O)c1ccc([N+](=O)[O-])cc1 (stereo not drawn)
    x, 5, -2%, i, 2.1, 3%, 7, -22%
